PI4K2A block: qHTS for small molecular inhibitors of PI4K2A; Phosphatidylinositol 4-kinase type 2-alpha (Homo sapiens), Q9BTU6; purified PI4K2A, ADP-Glo luminescence, 1 h; active compounds read low; activity change, negative = inhibition, % at 76.9 µM; actives 0.13% (n = 420,000); in the data active means activity change below about -50%; inconclusive means mostly about -30% to -49%;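 further: -100% = wells without enzyme as full effect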
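In this quantitative HTS, ADP production by PI4K2A was quantified luminescently after 1 h at ambient temperature; 100 microM adenosine served as plate-quality control.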
RXFP1 agonist: qHTS Assay for Agonists of the Relaxin Receptor RXFP1; AID 2676, 2010; Relaxin receptor 1 (Homo sapiens), Q9HBX9; Potency, µM (highest dose often 57.5 µM), without a hit: at the highest dose activation, hits mostly activators; HEK293T-RXFP1 cAMP TR-FRET, 30 min; response scale: percent of porcine relaxin response, buffer zero; actives 0.3% (n = 370,000); further: potency means the concentration at half of the fitted maximal effect; on the % scale 0 is the no-effect control and ±100 the full control effect; nearly all actives have a fitted effect of over 60% in size; many of its hits are not listed in these tables
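HEK293T cells stably expressing RXFP1 were pretreated with the PDE4 inhibitor Ro 20174, exposed to compounds for 30 min at 37C, lysed, and cAMP was read by TR-FRET. Data normalized to buffer (basal) and 29 nM porcine relaxin (100%).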
TrxR1 substrate: qHTS Assay for Substrates of Mammalian Selenoprotein Thioredoxin Reductase 1 (TrxR1): qHTS | Thioredoxin reductase 1, cytoplasmic (Rattus norvegicus), O89049 | purified TrxR1 substrate turnover, NADPH consumption readout | Potency, µM (highest dose often 114 µM), without a hit: at the highest dose activity change, negative = substrate turnover | actives 0.01% (n = 390,000); further: potency means the concentration at half of the fitted maximal effect; on the % scale 0 is the no-effect control and ±100 the full control effect; nearly all actives have a fitted effect of over 50% in size
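Rat TrxR1, dispensed at 90 nM, was prereduced with 400 uM NADPH (final) for 5 min at ~22 deg C, then incubated with compound 15 min before 400 uM selenite. A first-read NADPH fluorescence drop versus no-compound background flagged substrates.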
Vif-APOBEC3G blk: qHTS for Inhibitors of Vif-A3G Interactions: qHTS; DNA dC->dU-editing enzyme APOBEC-3G (Homo sapiens), Q9HC16; HeLa A3G-eYFP + Vif (tagged APOBEC3G with the HIV-1 protein that degrades it), YFP fluorescence, overnight; Potency, µM (series often up to 46.1 µM), for inactives: at the highest dose activity, negative = active, actives largely listed as inhibitors; actives 0.076% (n = 410,000);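 further: potency means the concentration at half of the fitted maximal effect; on the % scale 0 is the no-effect control and ±100 the full control effect; nearly all actives have a fitted effect of over 60% in size; hits raise eYFP signal because A3G escapes Vif-driven loss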
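HeLa cells stably expressing Vif and C-terminally eYFP-tagged A3G, seeded overnight at 37 deg C, then exposed to compound by pintool overnight at 37 deg C. Rise in yellow fluorescence (Ex 488/Em 500-530, Acumen) marks blocked Vif-driven A3G degradation.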
LDHA inh: qHTS assay for inhibitors of human lactate dehydrogenase | L-lactate dehydrogenase A chain (Homo sapiens), P00338 | purified LDHA, NADH/diaphorase-resazurin fluorescence; active compounds read low | activity change, % (values are at about 110 or 230 µM) | actives 0.15% (n = 480,000) | AID 1347041, 2019; in the data active means activity change below about -30%; inconclusive means mostly about -25% to -30%;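 further: plate controls were DMSO wells for no effect and wells without enzyme for full effect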
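Resorufin fluorescence (ex540/em590), read at 0 and 20 min after diaphorase/resazurin addition, reports the NADH left after a 5 min room-temperature reaction of 2 nM human LDH5 with 0.06 mM NADH and 0.2 mM pyruvate.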
Glioma ERSR ind: qHTS for Inducers of the Endoplasmic Reticulum Stress Response (ERSR) in Human Glioma: qHTS | U87-MG GRP78 promoter luciferase reporter, 16 h | Potency, µM, for inactives: top-dose activation, usual class: activators | actives 0.02% (n = 420,000) | AID 602332, 2012; further: potency means the concentration at half of the fitted maximal effect; series mostly up to about 76 µM; % of control where 0% means no effect; nearly all actives have a fitted effect of over 35% in size
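ERSR induction read as luciferase luminescence (Bright-Glo, 10 min at room temperature) in stably transfected human U87-MG glioma cells exposed to compounds for 16 h, using GRP78 as sensor.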
USP1-UAF1 inh: Inhibitors of USP1/UAF1: Primary Screen. Ubiquitin carboxyl-terminal hydrolase 1 (Homo sapiens), O94782. recombinant USP1/UAF1, Ub-Rhodamine cleavage fluorescence. Potency, µM (doses to about 57.1 µM), without a hit: top-dose activity change, negative = inhibition, actives largely listed as inhibitors. actives 0.23% (n = 390,000). AID 743255, 2014; further: potency means the concentration at half of the fitted maximal effect; on the % scale 0 is the no-effect control and ±100 the full control effect; nearly all actives have a fitted effect of over 60% in size; inactives centre near -12
Target sequence (O94782 whole entry, looked up): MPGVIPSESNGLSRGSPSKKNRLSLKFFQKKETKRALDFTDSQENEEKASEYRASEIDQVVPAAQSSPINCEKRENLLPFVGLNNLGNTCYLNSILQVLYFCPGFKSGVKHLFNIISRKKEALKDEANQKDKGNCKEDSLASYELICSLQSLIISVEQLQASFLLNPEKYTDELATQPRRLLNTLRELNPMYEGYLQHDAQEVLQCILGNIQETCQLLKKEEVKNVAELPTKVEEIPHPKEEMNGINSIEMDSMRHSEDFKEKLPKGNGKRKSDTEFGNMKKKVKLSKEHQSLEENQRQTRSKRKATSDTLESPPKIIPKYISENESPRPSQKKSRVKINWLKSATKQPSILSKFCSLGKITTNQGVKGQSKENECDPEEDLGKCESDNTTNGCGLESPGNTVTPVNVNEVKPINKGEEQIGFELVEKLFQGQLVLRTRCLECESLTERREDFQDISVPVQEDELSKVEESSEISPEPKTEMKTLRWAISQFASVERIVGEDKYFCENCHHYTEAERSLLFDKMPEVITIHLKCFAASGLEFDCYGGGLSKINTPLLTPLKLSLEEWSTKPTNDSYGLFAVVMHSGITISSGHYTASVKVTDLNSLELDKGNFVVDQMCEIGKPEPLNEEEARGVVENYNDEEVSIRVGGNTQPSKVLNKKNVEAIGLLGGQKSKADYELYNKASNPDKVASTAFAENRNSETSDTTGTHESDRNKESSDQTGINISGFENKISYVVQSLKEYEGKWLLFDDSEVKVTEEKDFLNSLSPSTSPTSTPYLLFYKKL
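USP1/UAF1 complex (1 nM) preincubated 15 min at room temperature with compound, then Ub-Rho substrate (150 nM final) added. Kinetic fluorescence at 480/540 nm over 6 reads at 60 s intervals; 50 mM HEPES pH 7.8, 0.5 mM EDTA, 0.1 mg/ml BSA, 1 mM TCEP, 0.01% Tween-20.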
Vif-APOBEC3F blk: qHTS for Inhibitors of Vif-A3F Interactions: qHTS; actives 0.2% (n = 390,000); HeLa A3F-eYFP + Vif (tagged APOBEC3F with the HIV-1 protein that degrades it), YFP fluorescence increase; Potency, µM (top dose mostly 46.1 µM), inactives show at the top dose activity, negative = active; further: potency means the concentration at half of the fitted maximal effect; % of control where 0% means no effect; nearly all actives have a fitted effect of over 65% in size
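HeLa cells stably expressing Vif plus C-terminally eYFP-tagged A3F were seeded, incubated overnight at 37 deg C, dosed with compound, incubated overnight again at 37 deg C. Yellow fluorescence (Ex 488/Em 500-530) reported blocked Vif-mediated A3F-eYFP degradation.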
IDH1 R132H inh: qHTS for Inhibitors of mutant isocitrate dehydrogenase 1 (IDH1): qHTS; Isocitrate dehydrogenase [NADP] cytoplasmic (Homo sapiens), O75874; IDH1-R132H enzyme, NADPH consumption, diaphorase/resazurin fluorescence; Potency, µM (top dose mostly 76.6 µM), for inactives: at the highest dose activity change, negative = inhibition, most hits filed as inhibitors; actives 0.093% (n = 390,000); AID 602179, 2012; further: potency means the concentration at half of the fitted maximal effect; on the % scale 0 is the no-effect control and ±100 the full control effect; nearly all actives have a fitted effect of over 65% in size
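IDH1-R132H (0.5 ug/mL dispensed) in pH 7.5 Tris buffer was preincubated 30 min with compound, then given a substrate mix of 0.016 mM NADPH and 2 mM alpha-KG for 80 min at room temperature; remaining NADPH was read by diaphorase/resazurin fluorescence.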
* hit, by the source's call; ? = inconclusive; / = not tested or not shown; [ ] = dose if it differs, or a comment. Unless noted, the call rests on the fitted dose curve; in most records, active means well fitted curve in the direction sought with a large enough effect; inconclusive means small, poorly fitted or top-dose-only effect, or another doubt; inactive means no such curve, though single readings can be large; an effect the other way counts as inactive or inconclusive. These rows are one share of the data, so the mix of outcomes need not match the whole.

SMILES	PI4K2A block	RXFP1 agonist	TrxR1 substrate	Vif-APOBEC3G blk	LDHA inh	Glioma ERSR ind	USP1-UAF1 inh	Vif-APOBEC3F blk	IDH1 R132H inh
CCC1CCCCN1CCCNC(=O)Cn1nc(C)n2nc(-c3ccccc3)cc2c1=O (configuration not stated)	-10.4	-0.4%	-3.2%	-6.3%	-3.0	-2.3%	-19.1%	2.5%	-2.4%
Clc1ccc2nc(CSc3ncn[nH]3)cn2c1	4.4	7.9%	9.9%	-5.8%	-4.1	0.2%	-9.4%	-15.4%	-3.9%
Brc1ccccc1/C=N/N1CCCCC1	-0.1	-1.9%	-14.4%[57.1 µM]	-5.5%	0.4	-0.9%	-23.8%	-7.5%	6.2%
CCc1ccc(NC(=O)Cn2c(=O)n(-c3ccccc3C)c(=O)c3c2c2cc(OC)ccc2n3C)cc1	1.2	-1.0%	213.4%[activator]	-4.8%	-9.5	-2.1%	-2.1%	0.5%	-3.4%
CCc1ccccc1S(=O)(=O)Cc1ccc(C(=O)NCCc2ccc(C)cc2)o1	-0.3	-0.3%	-1.4%	3.8%	-2.9	1.6%	-14.4%	2.8%	0.0%
Cc1cccc(C)c1NC(=O)Cn1c(=O)c(N2CCCCC2)c(N)n(C)c1=O	1.4	/	11.3%[57.1 µM]	1.4%	-5.4	-4.3%	-14.1%	-5.3%	0.7%
CN(C(=O)COC(=O)C12CC3CC(CC(Cl)(C3)C1)C2)C1(C#N)CCCCC1	-0.8	-0.8%	0.3%	0.0%	-2.7	-0.1%	-18.5%	4.4%	5.1%
CC(C)C(NC(=O)OCc1ccccc1)C(=O)OCC(=O)N1C(C)CCCC1C (configuration not stated)	1.8	-0.9%	3.2%	0.7%	2.3	2.3%	-10.6%	-18.2%	5.6%
CCCNC(=O)N1CCC(C(=O)c2cccc(F)c2)CC1	4.3	1.3%	2.9%[11.4 µM]	5.8%	-3.0	-7.1%	-11.7%	-4.7%	1.7%
COc1ccc(-c2oc3ncn4nc(-c5ccccc5C)nc4c3c2-c2ccc(OC)cc2)cc1	1.4	-0.3%	0.7%	2.1%	-4.5	-3.5%	-15.2%	3.3%	14.5%
O=C(Oc1cccc2cccnc12)c1cccs1	-13.9	-1.1%	-10.4%	-8.9%	12.6	?	8.2%	0.8%	-2.5%
O=C1[C@@H]2Cc3c([nH]c4ccccc34)C(c3ccccc3)N2C(=O)CN1C1CC1 (some centres not stated)	0.2	1.1%	-5.2%	-1.2%	0.0	-7.6%	-2.9%	-29.7%	-3.2%
CCCCn1c(N)c(-c2nc3ccccc3o2)c2c([N+](=O)[O-])nn(CC)c(=O)c21	2.4	-1.6%	-7.9%[57.1 µM]	3.7%	-4.3	-2.9%	-21.6%	-1.3%	3.4%
CC(=O)Nc1ccc2c(c1)OCCO2	6.0	1.0%	12.9%[57.1 µM]	-6.1%	-0.1	0.4%	-17.0%	-6.9%	1.1%
COc1ccc(C/C(C)=N\NC(=O)c2cn(C)c3ccccc23)cc1OC	-0.9	2.4%	-6.2%	?	-1.0	-2.6%	-22.6%	10.0%	-10.8%
CCCOc1ccc(-c2c(C(=O)N/N=C/c3cccs3)nnn2-c2nonc2N)cc1	5.7	-0.9%	-1.6%	1.6%	-0.2	-3.1%	-22.7%	8.9%	0.0%
O=C(COC(=O)c1ccccc1)Nc1ccccc1Br	-2.0	0.4%	8.1%[57.1 µM]	4.1%	-5.0	0.0%	-13.7%	0.6%	12.5%
O=c1cc(CSc2nnc(COc3ccccc3)o2)c2ccccc2[nH]1	-9.4	2.1%	-13.7%	0.1%	-4.9	-6.5%	-9.0%	-9.6%	9.0%
O=S(=O)(c1ccc(Br)cc1)n1ccc2ccccc21	-0.1	4.1%	2.8%	-0.2%	0.9	-2.4%	-15.3%	6.6%	4.6%
CC(C)(C)c1[nH]nc2c1C(Cc1ccccc1)C(C#N)=C(N)O2 (configuration not stated)	-6.3	-0.1%	6.8%[57.1 µM]	-5.1%	12.6	-4.3%	-0.5%	-1.3%	12.9%
Cc1nc(SC(C)C(=O)NCc2ccc3c(c2)OCO3)nc(C)c1C (configuration not stated)	-1.4	/	0.7%	1.1%	-9.1	-3.4%	-5.9%	3.4%	0.8%
Cn1c(Cn2c(=O)sc3ccccc32)nnc1SCC(=O)N1CCc2ccccc21	2.8	0.5%	6.0%	-1.5%	-4.6	-1.4%	-22.9%	1.4%	-0.3%
COc1ccc(N2CCN(CC(=O)NCc3ccccc3)CC2)cc1	-3.1	1.1%	8.7%	2.7%	2.2	-0.9%	-16.1%	-0.8%	0.0%
Cc1noc(C)c1S(=O)(=O)Nc1ccc(C(=O)NCc2ccccc2)cc1	-0.3	0.7%	0.4%	-2.0%	-4.5	-4.3%	-19.8%	-3.0%	0.4%
Cn1nnnc1SCCCNCc1ccccc1OCc1ccc(Cl)cc1	-4.7	2.4%	1.7%	10.0%	-8.8	-3.5%	-14.2%	-6.0%	4.0%
SMILES	PI4K2A block	RXFP1 agonist	TrxR1 substrate	Vif-APOBEC3G blk	LDHA inh	Glioma ERSR ind	USP1-UAF1 inh	Vif-APOBEC3F blk	IDH1 R132H inh
Fc1ccc(-c2cc(-c3ccc(F)cc3)c3c(n2)-c2cc(F)ccc2OC3)cc1	1.3	22.4%	30.1%	3.2%	-3.2	-3.1%	-2.0%	2.6%	3.3%
CC[C@H](C)Cc1cn([C@@H](CCCCN)C(=O)NCCCCCCCCCCC(=O)N2CCNCC2)nn1	-0.4	-0.1%	6.1%[57.1 µM]	1.6%	-16.7	0.6%	-18.0%	9.3%	-2.4%
Cc1ccn(CCC(=O)N2c3ccccc3CC2C)n1 (configuration not stated)	5.8	1.6%	1.5%	3.9%	-6.0	-3.5%	-15.5%	5.6%	-1.3%
CCOC(=O)c1noc2ncnc(Nc3ccc(C)c(F)c3)c12	4.5	-2.5%	1.4%[57.1 µM]	5.2%	3.0	-3.0%	-19.1%	-9.2%	17.2%
S=C(Nc1ccccc1)Nc1ccccc1Br	-0.5	0.8%	-1.8%	3.6%	-7.5	0.5%	-8.8%	1.0%	0.1%
CC(C)(C)CN1C(=O)C(=O)NC[C@H]1Cc1ccc(O)cc1	-2.2	-18.4%	-2.6%	-1.2%	-4.4	-5.7%	-21.4%	5.7%	0.0%
O=C(NCCOc1ccc2ccccc2c1)c1cncc(Br)c1	3.8	-2.4%	-3.1%	8.5%	-1.2	4.6%	-9.9%	3.1%	-8.8%
C[C@@]12CCC=C[C@H]1[C@H](c1ccc(C(F)(F)F)cc1)N(Cc1ccccc1)C2=O	-0.7	-0.1%	-5.4%	-0.5%	1.0	-0.6%	-24.5%	-4.9%	5.7%
Clc1ccc(-c2cnc3ccccc3n2)cc1	-7.4	4.1%	0.8%[11.4 µM]	-3.9%	-0.1	3.7%	-18.5%	-10.3%	3.4%
Cc1cccc(-c2nc3c4ccccc4nc(N4CCN(c5ccc(F)cc5)CC4)n3n2)c1	-0.3	3.1%	6.4%	-1.5%	-6.6	-0.2%	2.6%	-4.5%	-10.0%
CCCCCn1c(=O)[nH]c2cc(C(=O)Nc3ccc(F)cc3)ccc2c1=O	3.5	2.8%	2.5%	3.5%	1.9	-0.6%	-32.8%	-9.9%	8.6%
COc1cccc(CN(C(=O)c2oc3cc(C)ccc3c2C)C2CCS(=O)(=O)C2)c1 (configuration not stated)	-8.6	-1.8%	-7.5%	2.3%	7.7	-2.1%	?	3.4%	-2.1%
Cc1nn(-c2ccccc2)c(C)c1/C=N/NC(=O)c1ccccc1NS(=O)(=O)c1cccs1	-4.5	5.9%	-5.5%	-1.5%	-10.7	3.9%	-8.6%	-4.1%	-17.8%
Cc1ccccc1NC(=O)Cc1nc(COC(=O)COc2cccc(C)c2C)cs1	-4.3	-0.3%	-1.4%[57.1 µM]	-2.7%	-6.7	-4.7%	-26.3%	5.1%	6.8%
CCOC(=O)CSc1nc2ccc(Nc3nc(N4CCOCC4)nc(N4CCOCC4)n3)cc2s1	1.3	4.7%	4.8%	-6.6%	-9.6	-0.5%	-19.5%	1.0%	-4.2%
COC(=O)c1cc2sccc2n1CC(=O)N(C)c1ccccc1	1.5	1.0%	4.3%	1.1%	-5.8	0.6%	-20.3%	0.4%	-4.6%
CSc1ccc(CC2C(=O)Nc3ccccc32)cc1 (configuration not stated)	-2.6	-1.4%	-2.2%	2.5%	-1.6	8.1%	-13.5%	-1.0%	29.1%
